Screens (PubChem BioAssay)
NCI-60 one-dose screen, 48 h, at 10 µM unless noted. Numbers give growth in % (100 = growth as untreated, 0 = no growth, -100 = all killed).
UACC-62: UACC-62 melanoma | 81,000 compounds, 5.4% hits | AID 1794756; active means growth percent below 10
Starred values were filed as active, the others as inactive; & = joins results of further samples; ! = a repeat was not active; [ ] = remark or other dose.

[1] Cc1cc(OC2OC(CO)C(O)C(O)C2O)ccc1O (configuration not stated)
  UACC-62: 73.3&87.8[100 µM]
[2] NC1=NN(c2ccccc2)C2(c3ccncc3C(=O)O)C1C(N)=NN2c1ccccc1 (configuration not stated)
  UACC-62: 18.3&67.3[100 µM]
[3] Cc1coc2c1C(OC(=O)C(C)C)C1(C)C(C)CCC(O)C1C2=O (configuration not stated)
  UACC-62: 18.7&39.0[100 µM]
[4] O=C1c2cccnc2-c2nccc3ccnc1c23
  UACC-62: -100.0*[100 µM]
[5] CC1CCCc2c(CC3CC(=O)NC(=O)C3)nc(N)nc21 (configuration not stated)
  UACC-62: 103.8&89.6[100 µM]
[6] N#CC(=S)Nc1cccc(Cl)c1
  UACC-62: -86.8*[100 µM]
[7] COc1ccc(/C=C2\N=C3Sc4c(nc[nH]c4=O)N3C2=O)cc1
  UACC-62: 55.2&73.7[100 µM]
[8] CC(C)=CCC/C(C)=C/CC/C(C)=C/CC/C(C)=C/C=C/C=C(\C)CC/C=C(\C)CC/C=C(\C)CCC=C(C)C
  UACC-62: 45.0&75.8[100 µM]
[9] CC(=O)Nc1ccc(Nc2nc(=O)[nH]c(=O)[nH]2)cc1
  UACC-62: 92.9&93.6[100 µM]
[10] Cc1cc(=O)c2c(O)c3c(O)cc(O)c4c5c(O)cc(O)c6c(O)c7c(=O)cc(C)c8c1c2c(c34)c(c65)c78
  UACC-62: 67.0&79.9[100 µM]

[11] COC(=O)C1CCC(=O)N1CN(C(C)=O)c1ccccc1 (configuration not stated)
  UACC-62: 104.6&78.2[100 µM]
[12] O=C1CC(c2ccccc2)NCCCCN2CC(CN1)C(C(O)c1ccccc1)C2=O (configuration not stated)
  UACC-62: 81.1&72.5[100 µM]
[13] N#Cc1c(=N)cc2c3ccccc3oc3c(C#N)c(N)[nH]c1c32
  UACC-62: 13.9&74.6[100 µM]
[14] N#CC1=C(N)OC(c2cccc([N+](=O)[O-])c2)C1(C#N)C#N (configuration not stated)
  UACC-62: -93.7*[100 µM]
[15] Cc1cc(O)c2c(c1)C(=O)C(c1c(C)cc3c(c1O)C(=O)C1OC1C3=O)=CC2=O (configuration not stated)
  UACC-62: -93.6*[100 µM]
[16] COC(=O)C(=O)C(C(=O)C(=O)Nc1ccc(C)cc1)c1nc2ccc(C(=O)c3ccccc3)cc2[nH]c1=O (configuration not stated)
  UACC-62: 16.3&75.0[100 µM]
[17] Nc1cc2c3c(cccc3c1)C(=O)N(c1ccc(OCCN3CCCCC3)cc1)C2=O
  UACC-62: -100.0*[100 µM]
[18] COc1ccc(NC(C)=O)cc1C1CCC(=O)N1 (configuration not stated)
  UACC-62: 100.6&82.1[100 µM]
[19] CO/C(N)=C(\C#N)N=Cc1ccco1
  UACC-62: 77.8&69.8[100 µM]
[20] NC(Cc1ccc(S(=O)(=O)O)cc1)C(=O)NC(Cc1ccc(S(=O)(=O)O)cc1)C(=O)NC(Cc1ccc(S(=O)(=O)O)cc1)C(=O)NC(Cc1ccc(S(=O)(=O)O)cc1)C(=O)O (configuration not stated)
  UACC-62: 93.4&86.3[100 µM]

[21] COc1cc(Oc2c(C)c(Cl)c(OC)c(Cl)c2OC)c2c(c1Cl)COC2=O
  UACC-62: -9.3*[100 µM]
[22] CCCCc1ccc(Nc2nc(Cl)c3ccn(C4CC(Oc5ccc(C)cc5)C(COc5ccc(C)cc5)O4)c3n2)cc1 (configuration not stated)
  UACC-62: 42.5&55.4[100 µM]
[23] CC(C)C(C)C(O)C(O)C(C)C1CCC2C3COC(=O)C4CC(O)C(O)CC4(C)C3CCC12C (configuration not stated)
  UACC-62: 98.2[100 µM]
[24] COC(=O)C(=O)C(C(=O)C(=O)Nc1nc(=S)[nH][nH]1)c1nc2ccc([N+](=O)[O-])cc2[nH]c1=O (configuration not stated)
  UACC-62: 10.2&48.7[100 µM]
[25] C=Cc1nc(C#N)c(N)o1
  UACC-62: 86.6&83.4[100 µM]
[26] CC(C)=CC(O)C/C(C)=C/CC/C(C)=C/CCC1(C)C(CCCO)/C(=C(/C)C=O)CCC1(C)O (configuration not stated)
  UACC-62: 2.9*[100 µM]
[27] CC1(C)CC2=C(Sc3ccccc3N2)C(=O)C1C(=O)C(=O)Nc1cc(Cl)ccc1Cl (configuration not stated)
  UACC-62: 60.1&54.1[100 µM]
[28] CCOc1ccc2nc(NC(=O)C(=O)C(c3cnc4ccccc4n3)[N+](=O)[O-])sc2c1 (configuration not stated)
  UACC-62: 44.4&69.6[100 µM]
[29] CC(O)c1cc2c(s1)C(=O)c1ccsc1C2=O (configuration not stated)
  UACC-62: -100.0*[100 µM]
[30] CNc1nc2c(C)ccc3[nH]c(N(C)C)nc3c-2n1
  UACC-62: 2.1*![100 µM]

[31] COc1cc2c(cc1-c1coc3cc(O)ccc3c1=O)OCO2
  UACC-62: 55.0&58.8[100 µM]
[32] CCCCCCCCCc1cc(=O)c2c(O)cc(O)cc2o1
  UACC-62: -100.0*[100 µM]
[33] CC(=O)NC(C)c1ccc(N=NN2CCCC2)cc1 (configuration not stated)
  UACC-62: 69.4&83.4[100 µM]
[34] CC1(C)Oc2ccc3c(=O)cc(-c4ccc(F)cc4)oc3c2C1C(=O)O (configuration not stated)
  UACC-62: 87.8&78.1[100 µM]
[35] CCCCCCSC[C@H](OC(C)=O)[C@@H](OC(C)=O)[C@@H](OC(C)=O)[C@@H](COC(C)=O)OC(C)=O
  UACC-62: 71.8&51.3[100 µM]
[36] O=C1c2ccccc2C(=O)c2c1ccc1c2OCO1
  UACC-62: 75.9&80.1[100 µM]
[37] CC(=O)OC(=C(C#N)C#N)c1nccnc1C(=O)O
  UACC-62: 87.7&96.2[100 µM]
[38] CC(=O)NC1C(O)C(O)C(CO)OC1n1nc(SCc2ccccc2)c(=O)[nH]c1=O (configuration not stated)
  UACC-62: 91.3&91.2[100 µM]
[39] Nc1c(N2CCCCC2)c(=O)nc2[nH]/c(=C\c3ccccc3)c(=O)n12
  UACC-62: 55.6&45.4[100 µM]
[40] CCCCOC(=O)C1CN2C=CC=NC2=NC1(C(F)(F)F)C(F)(F)F (configuration not stated)
  UACC-62: 94.1&74.3[100 µM]

[41] CC12CCC3c4cc(Br)c(O)c(Br)c4CCC3C1CCC2O (configuration not stated)
  UACC-62: -44.7*[100 µM]
[42] COc1ccc(/C=C2/NC(=S)N=C2Cl)cc1
  UACC-62: 23.4&82.8[100 µM]
[43] CC(=O)c1cccc(NC(=O)/C(=N\NC(=S)NN)C2C(=O)Nc3ccccc3S2=O)c1 (configuration not stated)
  UACC-62: 59.2&86.5[100 µM]
[44] CC(C)(C)O/N=C/c1cc(NC(=S)c2ccsc2)ccc1Cl
  UACC-62: -85.1*[100 µM]
[45] CCCCCCCCCCCCC/C=C/[C@H]1[C@@H](C(=O)OC)N1S(=O)c1ccc(C)cc1 (some centres not stated)
  UACC-62: 3.5*![100 µM]
[46] CC(=O)OC1CCn2c1nc1cc([N+](=O)[O-])c(C)cc12 (configuration not stated)
  UACC-62: 88.9&115.5[100 µM]
[47] CCOC(=O)C(=O)C(CCC(=O)c1ccc2ccccc2c1O)C(=O)OCC (configuration not stated)
  UACC-62: 81.5&85.4[100 µM]

Compounds from the list above that contain a carbonyl joined to an NH by a bond outside any ring, in the order listed:
[9] CC(=O)Nc1ccc(Nc2nc(=O)[nH]c(=O)[nH]2)cc1
  UACC-62: 92.9&93.6[100 µM]
[16] COC(=O)C(=O)C(C(=O)C(=O)Nc1ccc(C)cc1)c1nc2ccc(C(=O)c3ccccc3)cc2[nH]c1=O (configuration not stated)
  UACC-62: 16.3&75.0[100 µM]
[18] COc1ccc(NC(C)=O)cc1C1CCC(=O)N1 (configuration not stated)
  UACC-62: 100.6&82.1[100 µM]
[20] NC(Cc1ccc(S(=O)(=O)O)cc1)C(=O)NC(Cc1ccc(S(=O)(=O)O)cc1)C(=O)NC(Cc1ccc(S(=O)(=O)O)cc1)C(=O)NC(Cc1ccc(S(=O)(=O)O)cc1)C(=O)O (configuration not stated)
  UACC-62: 93.4&86.3[100 µM]
[24] COC(=O)C(=O)C(C(=O)C(=O)Nc1nc(=S)[nH][nH]1)c1nc2ccc([N+](=O)[O-])cc2[nH]c1=O (configuration not stated)
  UACC-62: 10.2&48.7[100 µM]
[27] CC1(C)CC2=C(Sc3ccccc3N2)C(=O)C1C(=O)C(=O)Nc1cc(Cl)ccc1Cl (configuration not stated)
  UACC-62: 60.1&54.1[100 µM]
[28] CCOc1ccc2nc(NC(=O)C(=O)C(c3cnc4ccccc4n3)[N+](=O)[O-])sc2c1 (configuration not stated)
  UACC-62: 44.4&69.6[100 µM]
[33] CC(=O)NC(C)c1ccc(N=NN2CCCC2)cc1 (configuration not stated)
  UACC-62: 69.4&83.4[100 µM]
[38] CC(=O)NC1C(O)C(O)C(CO)OC1n1nc(SCc2ccccc2)c(=O)[nH]c1=O (configuration not stated)
  UACC-62: 91.3&91.2[100 µM]
[43] CC(=O)c1cccc(NC(=O)/C(=N\NC(=S)NN)C2C(=O)Nc3ccccc3S2=O)c1 (configuration not stated)
  UACC-62: 59.2&86.5[100 µM]

A portion of the library. The share of hits here may be higher or lower than overall.
